# From PubChem BioAssay
# aSyn 5UTR inh: MLPCN primary screen, SNCA 5' untranslated region; AID 1813, 2009; inhibition, % (tested at 7.5 µM); alpha-synuclein 5'UTR reporter, inhibitor activity; 300,000 tested, 0.82% active; in the data active = inhibition above about 60%; inconclusive = no clear call, values can overlap the other calls;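 also: H4 neuroglioblastoma cells stably carrying SNCA 5'UTR luciferase fusion; 0% = DMSO wells and 100% = positive control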
# GSK3A inh: blockers of GSK3A enzyme activity – biochemical, luminescence, cell-free homogeneous, HTS, primary screen. Glycogen synthase kinase-3 alpha (Homo sapiens), P49840. 320,000 tested, 0.1% active. inhibition, % at 10 µM. GSK-3 alpha kinase, ADP-Glo luminescence, 60 min;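 in the data active = inhibition above about 50%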;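 also: GST-tagged GSK-3 alpha with peptide substrate and 25 µM ATP; 0% = DMSO neutral wells and 100% = GW8510 positive control wells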
# Target sequence (P49840 whole entry, looked up): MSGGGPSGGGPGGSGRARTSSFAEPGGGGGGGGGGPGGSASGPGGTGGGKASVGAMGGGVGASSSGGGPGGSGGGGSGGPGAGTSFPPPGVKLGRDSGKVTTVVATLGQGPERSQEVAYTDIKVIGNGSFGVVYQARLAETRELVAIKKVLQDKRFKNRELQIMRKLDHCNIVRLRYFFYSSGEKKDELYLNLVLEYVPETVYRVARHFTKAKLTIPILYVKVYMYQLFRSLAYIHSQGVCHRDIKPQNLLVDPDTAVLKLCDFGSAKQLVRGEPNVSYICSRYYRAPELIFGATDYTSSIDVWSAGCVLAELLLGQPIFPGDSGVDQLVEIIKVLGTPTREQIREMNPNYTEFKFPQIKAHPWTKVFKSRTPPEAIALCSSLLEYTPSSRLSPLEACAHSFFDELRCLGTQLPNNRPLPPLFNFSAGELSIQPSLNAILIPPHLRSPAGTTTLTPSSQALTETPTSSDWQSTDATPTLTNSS
# HSP90 inh: HSP90 inhibitors, primary screen, cell lysate, luminescence; Heat shock protein HSP 90 (rabbit reticulocyte lysate; luciferase refolding); Rabbit reticulocyte lysate, luciferase refolding luminescence, 3 h; inhibition, % at 5.6 µM; 290,000 tested, 0.91% active;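 active = inhibition above the screen-wide mean plus 3 SD, computed separately per campaign, cut at about 16% in these data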;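 also: 0% = DMSO wells and 100% = 60 µM geldanamycin wells; inhibitors lower the luminescence because luciferase stays unfolded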
# HSF1 activator: HSF-1 activators, primary screen, NIH3T3-HGL cells, MG132 stress, luminescence, single point; activation, % at 9 µM; 300,000 tested, 1.7% active; NIH3T3-HGL HSF-1 luciferase reporter, 8 h; 100% = twice DMSO control signal;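 active = mean replicate activation of at least 50% with a set share of replicates each reaching 50%; inconclusive = only one of those two conditions met; inactive = mean below 50% and too few replicates reaching it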;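 also: 0% = median of the neutral control wells and 100% = twice that signal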
# IEC-6 tox: cytotoxicity in IEC-6 intestinal epithelial cells, primary screen, cytotoxicity control for KLF5 inhibitor project, cell-based, luminescence | AID 1825, 2009 | inhibition, % at 5 µM | 290,000 tested, 0.78% active | IEC-6 cytotoxicity, luminescence viability; in the data active = inhibition above about 22%;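 also: 0% = plate median of test compound wells and 100% = cytotoxic reference compound wells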
# HSF1 inh: HSF1 inhibitors in luciferase reporter cells, primary screen, cell-based, NIH3T3, luminescence; AID 2098, 2009; 300,000 tested, 0.77% active; NIH3T3-HGL HSE-luciferase, MG132-induced, luminescence 8 h; hits give low values; activity change, negative = inhibition, % at 7.5 µM (by protocol);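 active = more than half of replicate wells show activity change below -50%, luminescence cut by over half; inconclusive = some wells, but at most half, below -50%; inactive = no replicate well below -50%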;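 also: luciferase reports HSF-1 transcriptional activity via heat shock element; 0% = median of DMSO wells and -100% = zero luminescence signal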
# HIF activator: HIF pathway transcriptional activators, primary screen, cell-based, U2OS HRE-luciferase, luminescence; 300,000 tested, 0.32% active; AID 1910, 2009; U2OS HRE-luciferase reporter; normalized: DMSO 0%, desferrioxamine 100%; activation, % at 7.5 µM (by protocol);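 active = mean activation of at least 10% of the iron chelator positive control signal, with at least half of replicates also reaching 10%; inconclusive = mean and replicate majority disagree about reaching 10%; inactive = mean and most replicates under 10%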
# GSK3B inh: human GSK3beta kinase inhibitors, primary screen, biochemical, cell-free homogeneous, HTS. AID 2097, 2009. GST-GSK3beta kinase, ADP-Glo luminescence, 60 min; hits give low values. Glycogen synthase kinase-3 beta (Homo sapiens), P49841. activity score (negative = inhibition), % at 10 µM. 300,000 tested, 0.038% active;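 active = more than half of replicate wells score below -50%, meaning over 50% inhibition versus plate controls; inconclusive = some replicates but at most half score below -50%; inactive = no replicate scores below -50%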;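 also: 0% = median DMSO wells and -100% = median GW8510 positive control wells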
# Target sequence (P49841 whole entry, looked up): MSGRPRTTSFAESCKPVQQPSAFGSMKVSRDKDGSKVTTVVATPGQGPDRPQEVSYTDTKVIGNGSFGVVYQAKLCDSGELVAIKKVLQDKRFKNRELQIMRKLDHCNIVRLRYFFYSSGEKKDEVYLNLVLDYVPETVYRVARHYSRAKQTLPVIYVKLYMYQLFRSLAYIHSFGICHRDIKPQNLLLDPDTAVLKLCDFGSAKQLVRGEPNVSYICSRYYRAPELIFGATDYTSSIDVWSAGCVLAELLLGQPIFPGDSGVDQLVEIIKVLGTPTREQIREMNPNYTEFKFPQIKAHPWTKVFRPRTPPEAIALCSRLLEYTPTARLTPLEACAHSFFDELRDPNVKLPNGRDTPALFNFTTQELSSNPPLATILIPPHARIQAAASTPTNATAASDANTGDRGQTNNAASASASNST
#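 Assay system: GST-fused GSK3beta enzyme, cell-free / Medium: Tris pH 7.5 buffer with MgCl2, DTT, BSA, heparin / Also added: peptide substrate plus 25 µM ATP (final) / Compound: 10 µM single point / Timing: kinase reaction with compound 60 min at room temperature / Detection: ADP-Glo luminescence / Benchmarks: DMSO neutral wells and GW8510 at 20 µM as positive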
# AI-2 QS modul: Vibrio harveyi AI-2 quorum sensing modulators, primary screen, JMH597 strain, luminescence/OD600 ratio; 300,000 tested, 0.4% active; activity change, % at 7.5 µM; AID 2094, 2009; Vibrio harveyi JMH597 AI-2 luminescence/OD600 ratio, 9 h; hits give low values; strain lacks LuxN and CqsS sensors; 0 = neutral-control median; in the data active = activity change below about -75%, passing the limit was not always enough; inconclusive = no clear call, values can overlap the other calls;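 also: luminescence divided by OD600 gain over 9 h not by final OD600 alone; inactives centre near 13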
# KLF5 inhibitor: KLF5 expression inhibitors, primary screen, DLD-1 cells, luminescence; DLD-1 KLF5 promoter-luciferase reporter; inhibition, % at 5 µM; 290,000 tested, 0.23% active;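 active = inhibition above a per-plate limit of that plate's mean compound inhibition plus 3 SD, cut at about 60% in these data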;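 also: 0% = DMSO wells and 100% = LY294002 at 200 µM; higher means less KLF5 promoter-driven luciferase light; inactives centre near -14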
# Numbers without * were called inactive; ? = inconclusive; . = not tested or not shown.
# Order of results – GSK3B inh	IEC-6 tox	HIF activator	HSF1 activator	aSyn 5UTR inh	AI-2 QS modul	HSF1 inh	HSP90 inh	KLF5 inhibitor	GSK3A inh
1. COc1ccccc1NC(=O)O/N=C(\N)c1ccccc1
  0	8	-0.1	-3	12	-6	-12	17*	7	-2
2. COC(=O)CN(C)C(=O)c1ccccc1OC1CCN(S(C)(=O)=O)CC1
  -2	-4	-19	10	8	?	-3	8	-48	-2
3. O=C1CC(c2ccccc2)n2nc(NS(=O)(=O)c3ccccc3)nc2N1 (stereo not drawn)
  -25	-2	.	.	.	24	.	0	-24	-4
4. CCOC(=O)c1sc(NC(=S)NC(=O)C2CCCC2)cc1C
  1	2	0.1	42	-53	18	19	1	-54	-3
5. COc1ccc(-c2[nH]c(-c3ccc(C(=O)O)cc3)nc2-c2ccccc2)cc1
  -1	1	0.2	9	-1	10	3	-2	6	1
6. COc1ccc2[nH]c(=O)c(CN(Cc3cccnc3)C(=O)Nc3ccccc3)cc2c1
  -2	8	-0.4	16	25	12	-2	9	-4	0
7. CCN(CC)CCC(C)OC(c1ccccc1)c1ccccc1 (stereo not drawn)
  0	-4	-0.8	-13	3	7	-6	-3	4	-2
8. COc1cc(C(=O)OCCC(C)C)cc(OC)c1O
  1	0	-0.6	44	10	-5	9	-3	-2	-1
9. O=C(Cc1cccc2ccccc12)Nc1cc(C(=O)O)cc(C(=O)O)c1
  4	0	0.0	-1	7	22	3	-2	-58	-4
10. Cc1ccc(C(=O)N2CCN(c3ccc(C(F)(F)F)cn3)CC2)c(C)c1
  2	1	0.5	6	-6	31	-2	-4	-52	1
11. Cc1cc(C)nc(N/N=C/c2ccccc2OCC(=O)O)n1
  4	-4	-0.4	10	20	1	1	0	-16	-2
12. C=CCNc1nc2ccccc2nc1NS(=O)(=O)c1ccc(Br)cc1
  5	1	0.7	-5	-3	31	-1	0	-3	-3
13. NC(=O)c1nsc(C(=O)N(Cc2cccnc2)C(C(=O)NCc2ccccc2)c2ccc(O)cc2)c1N (stereo not drawn)
  .	-15	1.0	19	1	.	-4	-5	-7	-1
14. CCC(CC)C(=O)Nc1cccc(C(=O)Nc2ccc(S(N)(=O)=O)cc2)c1
  0	5	0.2	17	-13	14	-5	2	-17	-2
15. CCOC(=O)N1CCC(NC(=O)CSCc2nc(-c3sccc3C)oc2C)CC1
  -2	-6	-0.1	37	11	7	9	-1	-18	0
16. COc1cc(CNCc2ccccc2)cc(Cl)c1OC
  0	1	-0.7	-4	-8	20	1	-2	8	0
17. Cc1ccc(S(=O)(=O)N2CCCCC2)cc1NC(=O)COC(=O)C1=COCCO1
  -2	-1	-0.2	-8	13	23	2	-4	-15	-3
18. O=C(NN=C1c2ccccc2-c2ccccc21)c1ccccn1
  2	-2	1.7	34	-134	25	25	-2	-45	-2
19. CCOC(=O)c1snc2c(=O)[nH]cnc12
  -1	9	-0.5	4	7	31	-1	0	-43	2
20. O=S1(=O)CC(O)C(NCCO)C1 (stereo not drawn)
  2	-2	0.0	.	-7	24	.	-5	-15	5
21. Cc1cc(C)nc(Nc2ccc(N3CCCC3)cc2)n1
  -23	1	0.5	-5	-65	15	-4	6	-31	-1
22. CN(C)c1ccc(/C=N/NC(=O)c2ccccc2O)o1
  0	-5	0.0	3	-11	25	-2	1	-1	-1
23. CC(C)n1nnc(-c2ccc(OCc3ccccc3F)cc2)n1
  0	-4	3.6	46	-100	11	29	0	-125	.
24. CCOC(=O)c1ccc2[nH]c3c(c2c1)CCCC3
  -2	4	3.2	42	-124	4	25	-1	-47	-1
25. O=C1CC(Nc2ccccc2)C(=O)N1CCc1ccccc1 (stereo not drawn)
  0	5	0.6	5	5	3	8	-3	11	0
26. CCOCCCNC(=O)c1ccc(NC(C)=O)cc1
  2	-4	-15	-5	-4	24	1	-3	-12	-2
27. CCN1CCN(CCC(=O)Nc2ccc(F)c(F)c2)CC1
  .	2	-0.4	-1	-3	.	2	2	-35	0
28. O=C1C2CCCN2C(c2ccc(F)cc2)N1c1cccc(Cl)c1 (stereo not drawn)
  -3	-5	-0.2	11	3	17	-4	3	-34	9
29. O=[N+]([O-])c1ccc(OCCCOc2cccc3cccnc23)cc1
  -4	2	0.5	33	0	4	13	0	-3	-2
30. N=c1nc(SCCC(=O)O)ss1
  -2	3	-1.2	-28	50	32	-16	2	-12	0
31. Cc1nc2ccc(Cl)cc2c(-c2ccccc2F)c1CC(=O)O
  6	-1	-0.2	-3	5	16	-8	2	-9	-4
32. COCCCn1c(SCC(=O)NC2CCCC2)nnc1-c1ccco1
  3	2	0.1	5	18	27	0	-3	-29	0
33. Cc1ccc(-n2nnc3c(=O)n(CC(=O)NCC4CCCO4)cnc32)cc1 (stereo not drawn)
  -5	-1	-0.7	3	3	31	5	-1	12	.
34. COc1ccc(N(CC(O)Cn2cnc3ccccc32)S(=O)(=O)c2ccc(C)cc2)cc1 (stereo not drawn)
  2	0	-0.1	-2	18	20	-5	-1	11	1
35. CN1CC(=O)NC1=NC(=O)C12CC3CC(CC(C3)C1)C2
  4	1	-0.6	1	2	26	-5	2	8	-1
36. C=CCN(CC=C)C(=O)CN1C(=O)NC(c2ccccc2)(c2ccccc2)C1=O
  3	2	0.1	4	-5	17	4	-1	0	-1
37. Cc1cccc(N=C2NC(=O)c3cc([N+](=O)[O-])ccc32)c1
  2	-3	0.0	-25	-16	13	-4	2	-3	-2
38. CC(C)(C)S(=O)(=O)/C(C#N)=N/Nc1ccc(S(N)(=O)=O)cc1
  0	-2	-0.2	-8	14	14	2	1	-3	0
39. COc1ccc(S(=O)(=O)NNc2nc(C)cc(C)n2)cc1Br
  .	.	0.1	-5	-6	.	-4	.	.	-1
40. CC1CCN(C(=O)C2CCN(S(=O)(=O)c3cccc4nonc34)CC2)CC1
  -2	4	0.0	7	29	13	3	3	-15	-6
41. CCc1noc(C)c1C(=O)Nc1sc(C(=O)N(C)C)c(C)c1C(=O)OC
  2	4	-1.4	9	23	4	3	-1	-20	-3
42. O=C(NC(=S)Nc1ccc(N2CCCC2)cc1)c1ccccc1[N+](=O)[O-]
  0	2	2.2	-14	-104	42	8	-2	-18	-4
43. CCN(CC)CCSc1nnc2c3ccccc3n(Cc3ccccc3)c2n1
  0	5	0.4	-8	-17	13	-3	0	-3	0
44. Cc1ccc(C(=O)CCC(=O)Nc2cccc(C)c2)cc1
  0	0	-7.2	-11	2	-89*	-2	-2	-64	-1
45. COc1cc(/C=C2/C(=O)N(c3ccc(Br)cc3)N=C2C)cc(OC)c1OC
  0	0	0.0	12	-18	16	12	-1	-22	.
46. COc1cccc(C2CC(c3cccc(Br)c3)n3nc(N)nc3N2)c1 (stereo not drawn)
  0	1	-0.2	-4	19	11	-6	-2	1	.
47. COC(=O)CCCC1=CC2=C(c3ccccc3)C(=O)C(C)(OC(=O)C3CCCC3)C(=O)C2=CN1C1CCCCC1 (stereo not drawn)
  -1	.	-1.1	5	12	-5	5	.	.	-1
48. CCn1c(CC(=O)Nc2ccc(F)cc2)nnc1SCC(=O)NC1CCCC1
  1	-1	-1.3	-4	-1	3	-5	-3	-10	-1
49. COc1ccc(NC(=O)[C@@H]2[C@@H]3C(=O)N(C4CCCCC4)C(=O)[C@@H]3C3c4ccccc4C=CN32)cc1 (stereo partly drawn)
  2	-1	-0.1	28	19	-2	4	3	-14	2
50. COC(=O)N/N=C/c1sc(N2CCCCC2)nc1-c1cccs1
  1	1	-0.4	-1	-14	14	10	3	-43	-3
51. CCOC(=O)C1=NN(c2ccc(Cl)cc2)C(=O)C1
  -3	0	1.6	13	-144	-2	14	-3	-128	-2
52. CC(C)(C)c1ccc(C(=O)Nc2cccc(-n3cnnn3)c2)cc1
  3	5	2.1	44	-85	-7	30	-2	-62	-18
53. O=C(CSc1nc2[nH]ncc2c(=O)n1-c1ccccc1)c1ccc2c(c1)OCCO2
  0	4	-0.2	6	13	11	11	-2	16	0
54. CCOC(=O)C(C)(C)Oc1cccc2c1S(=O)(=O)c1ccccc1-2
  -13	.	0.3	15	-15	-3	5	.	.	0
55. Cc1cccc(C)c1OCC(O)CN(Cc1ccccc1O)C1CCCCC1 (stereo not drawn)
  5	1	-0.1	-20	62*	27	-2	-1	-38	-1
56. Cc1ccc(OCc2cc(C(=O)N(C)CCn3ccnc3C)no2)cc1C
  2	-6	0.7	-3	-19	15	4	-5	-38	1
57. COc1ccc(CN(C)C(=O)c2ccc(NS(=O)(=O)c3ccc4[nH]c(=O)[nH]c4c3)cc2)c(OC)c1
  5	-1	0.0	-10	-6	11	-2	-2	-22	1
58. CCOc1ccc(-c2nc(N)ncc2-c2ccc(OC)cc2)c(O)c1
  -3	0	0.5	17	28	24	4	2	-4	11
59. CC(C)(C)NC(=O)COC(=O)CCC(=O)c1ccc(Cl)cc1
  1	0	0.0	7	31	15	-4	0	-9	4
60. CCOC(=O)N/N=C\c1ccccc1OC/C=C/c1ccccc1
  2	-3	5.1	55*	-95	19	23	-5	-135	-3

# More structures:
# Order of results – GSK3B inh	IEC-6 tox	HIF activator	HSF1 activator	aSyn 5UTR inh	AI-2 QS modul	HSF1 inh	HSP90 inh	KLF5 inhibitor	GSK3A inh
61. O=C(c1ccccc1)N1N=C(c2ccccc2)CC1(O)C(F)(F)F (stereo not drawn)
  6	5	-1.4	-4	1	8	-2	1	-21	0
62. CCN(CC(=O)NCc1ccc(Cl)cc1)S(=O)(=O)c1ccc(NC(C)=O)cc1
  2	6	-0.4	7	1	-1	1	3	4	.
63. Cc1ccc(S(=O)(=O)NCc2ccc(C(=O)NCc3cccnc3)cc2)cc1
  1	-4	-0.4	-15	15	-3	-9	0	7	-1
64. O=C(CCNC(=O)c1ccc(Cl)cc1)Nc1ncccc1O
  0	6	-0.5	-89	-1	23	-87*	-3	-18	3
65. CC1CC(C)CN(S(=O)(=O)c2ccc3c(c2)n(C)c(=O)c(=O)n3C)C1 (stereo not drawn)
  1	-11	0.4	-7	-5	29	-2	0	-38	0
66. CN1CCN(C(=O)c2cnn3c2NC(c2ccccc2)CC3C(F)(F)F)CC1 (stereo not drawn)
  0	6	-0.4	12	-42	9	-1	4	0	-1
67. Cc1cccc2sc(NC(=O)CCNS(=O)(=O)c3cccs3)nc12
  3	-4	-1.0	14	16	-21	7	0	-28	0
